Screens deposited in PubChem by National Center for Advancing Translational Sciences (NCATS).
Tb PGK inh: qHTS Assay to Find Inhibitors of Phosphoglycerate Kinase; Phosphoglycerate kinase, glycosomal (Trypanosoma brucei brucei), P07378; PGK/GAPDH coupled, Kinase-Glo luminescence, 60 min; Potency, µM (highest dose often 57.5 µM), inactives show at the highest dose activity change, negative = inhibition, most hits filed as inhibitors; 380,000 tested, 0.043% active; AID 602233, 2012; further: potency means the concentration at half of the fitted maximal effect; on the % scale 0 is the no-effect control and ±100 the full control effect; nearly all actives have a fitted effect of over 60% in size
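Recombinant glycosomal PGK reaction used 1,3-bisphosphoglycerate generated in-well by GAPDH (100nM final) in 100mM TEA pH 7.6, 5mM MgCl2, 0.01% Tween-20. After 60 minutes at room temperature, ATP was read by Kinase-Glo Plus luminescence end-point.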
Apoferritin bind: qHTS Assay for Identification of Novel General Anesthetics. Ferritin light chain (Equus caballus), P02791. apoferritin/1-aminoanthracene competitive binding, fluorescence. Potency, µM (top dose mostly 77.5 µM), for inactives: at the highest dose activity change, negative = displacement, most hits filed as inhibitors. 350,000 tested, 0.074% active; further: potency means the concentration at half of the fitted maximal effect; on the % scale 0 is the no-effect control and ±100 the full control effect; nearly all actives have a fitted effect of over 20% in size
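Concentration-response curves derived by four-parameter Hill fitting of normalized fluorescence, where compounds displaced 1-AMA from 10 uM horse apoferritin following a brief 10 min room-temperature incubation; propofol titration acted as positive control.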
BLM inh: qHTS Assay for Inhibitors of Bloom's syndrome helicase (BLM) | RecQ-like DNA helicase BLM (Homo sapiens), P54132 | recombinant BLM DNA unwinding, fluorescence dequenching | Potency, µM (titrated, usually from 56.1 µM), without a hit: at the top dose activity change, negative = inhibition, hits mostly inhibitors | 350,000 tested, 0.2% active | AID 2528, 2010;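 further: potency means the concentration at half of the fitted maximal effect; plate controls were vehicle for no effect and no enzyme for full effect; nearly all actives have a fitted effect of over 35% in size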
POLK inh: qHTS for Inhibitors of Polymerase Kappa; purified Pol kappa, fluorescent DNA synthesis assay, 10 min; Potency, µM (doses to about 107 µM), for inactives: at the top dose activity, negative = inhibition, most hits filed as inhibitors; AID 588579, 2011; 400,000 tested, 0.53% active; further: potency means the concentration at half of the fitted maximal effect; on the % scale 0 is the no-effect control and ±100 the full control effect
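Kinetic fluorescence readout at 0 and 10 min followed reaction start with substrate at 50 nM final. Beforehand, enzyme (10 nM Pol kappa) stood 15 min with compound at room temperature; buffer-only wells were negative controls.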
POLH inh: qHTS for Inhibitors of Polymerase Eta. Potency, µM (series often up to 114 µM), for inactives: at the highest dose activity change, negative = inhibition, hits mostly inhibitors. recombinant Pol eta, fluorescent DNA replication assay. 390,000 tested, 1.2% active; further: potency means the concentration at half of the fitted maximal effect; on the % scale 0 is the no-effect control and ±100 the full control effect
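Pol eta at 10 nM preincubated with compounds 15 min at room temperature; reaction started with fluorescent substrate (50 nM final) and read kinetically at 0 and 10 min.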
RXFP1 antagonist: qHTS Assay for Antagonists of the Relaxin Receptor RXFP1 | Relaxin receptor 1 (Homo sapiens), Q9HBX9 | HEK293-RXFP1, relaxin-stimulated cAMP HTRF, 30 min; hits give low values | activity change, negative = inhibition, % at 57.5 µM | 350,000 tested, 0.59% active;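 active means activity change of -60% or lower, but not beyond a set lower limit; inconclusive means change between -60% and -40%, or beyond the set limit; inactive means change above -40%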; further: on the % scale 0 is the no-effect control and ±100 the full control effect
Pol iota inh: qHTS for Inhibitors of Polymerase Iota. DNA polymerase iota (Homo sapiens), Q9UNA4. Pol iota fluorescent replication assay, 10 min. Potency, µM (highest dose often 115 µM), without a hit: at the highest dose activity, negative = inhibition, actives largely listed as inhibitors. 390,000 tested, 1% active. AID 588590, 2011; further: potency means the concentration at half of the fitted maximal effect
Target sequence (Q9UNA4 whole entry, looked up): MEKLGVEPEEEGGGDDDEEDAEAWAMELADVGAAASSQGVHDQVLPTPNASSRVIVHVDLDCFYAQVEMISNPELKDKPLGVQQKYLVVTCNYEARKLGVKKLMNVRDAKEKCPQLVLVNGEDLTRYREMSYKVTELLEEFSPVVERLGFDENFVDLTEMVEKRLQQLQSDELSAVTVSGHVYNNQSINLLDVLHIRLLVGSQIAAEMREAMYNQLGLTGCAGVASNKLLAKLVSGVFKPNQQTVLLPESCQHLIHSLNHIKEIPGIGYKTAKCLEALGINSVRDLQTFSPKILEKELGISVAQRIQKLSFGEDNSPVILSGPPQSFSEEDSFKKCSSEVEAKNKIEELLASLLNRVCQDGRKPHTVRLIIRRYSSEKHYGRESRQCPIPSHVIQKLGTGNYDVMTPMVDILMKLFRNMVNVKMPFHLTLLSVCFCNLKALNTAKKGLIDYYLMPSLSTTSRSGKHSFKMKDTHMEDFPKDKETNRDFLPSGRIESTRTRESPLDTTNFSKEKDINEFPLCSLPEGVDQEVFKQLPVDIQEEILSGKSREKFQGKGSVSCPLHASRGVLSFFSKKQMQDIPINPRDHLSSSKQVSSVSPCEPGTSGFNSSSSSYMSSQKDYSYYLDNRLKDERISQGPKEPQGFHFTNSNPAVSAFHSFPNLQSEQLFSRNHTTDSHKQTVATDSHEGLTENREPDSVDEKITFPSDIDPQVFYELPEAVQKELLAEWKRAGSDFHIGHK
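Fluorescent replication assay read twice, at 0 min and 10 min after adding 50 nM (final) substrate. Enzyme (10 nM) and compounds were first incubated 15 min at room temperature; enzyme-free buffer wells were negative controls.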
APE1 inh: qHTS Assay for Inhibitors of the Human Apurinic/apyrimidinic Endonuclease 1 (APE1); DNA repair nuclease/redox regulator APEX1 (Homo sapiens), P27695; recombinant APE1, TAMRA/BHQ-2 abasic DNA cleavage fluorescence; Potency, µM (series often up to 65.8 µM), for the others: at the highest dose activity change, negative = inhibition, most hits filed as inhibitors; 350,000 tested, 0.35% active;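 further: potency means the concentration at half of the fitted maximal effect; plate controls were vehicle for no effect and reference inhibitor for full effect; nearly all actives have a fitted effect of over 55% in size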
Target sequence (P27695 whole entry, looked up): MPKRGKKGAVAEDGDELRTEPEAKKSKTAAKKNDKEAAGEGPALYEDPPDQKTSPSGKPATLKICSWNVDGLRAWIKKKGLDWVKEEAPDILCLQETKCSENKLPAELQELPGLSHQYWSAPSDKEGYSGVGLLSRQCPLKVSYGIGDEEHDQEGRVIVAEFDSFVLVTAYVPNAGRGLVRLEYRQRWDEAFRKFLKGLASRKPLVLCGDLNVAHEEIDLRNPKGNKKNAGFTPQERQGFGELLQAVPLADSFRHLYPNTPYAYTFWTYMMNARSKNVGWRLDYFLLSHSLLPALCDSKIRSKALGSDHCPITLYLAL
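0.75 nM APE1 + cpd, 15 min RT; start w/ 50 nM TAMRA/BHQ-2 THF-abasic dsDNA; kinetic fluor 525/598 nm ×3 reads @60 s; Δ(read3−read1); normalized to DMSO and NSC13755 control wells.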
POLB inh: qHTS Assay for Inhibitors of DNA Polymerase Beta | P06746 | Pol beta primer extension/strand displacement, fluorescence kinetic | Potency, µM (top dose mostly 114 µM), for inactives: at the highest dose activity change, negative = inhibition, usual class: inhibitors | 340,000 tested, 1.3% active; further: potency means the concentration at half of the fitted maximal effect; on the % scale 0 is the no-effect control and ±100 the full control effect
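Human Pol beta at 10 nM; strand-displacement substrate 50 nM final. Compound exposure 15 min at room temperature before start, reaction 10 min at room temperature.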
Active calls of the source: *; i = inactive; ? = inconclusive; / = no result given; & = joins results of further samples; [ ] = dose if it differs, or a comment. Unless noted, the call rests on the fitted dose curve; in most records, active means well fitted curve in the direction sought with a large enough effect; inconclusive means small, poorly fitted or top-dose-only effect, or another doubt; inactive means no such curve, though single readings can be large; an effect the other way counts as inactive or inconclusive. Some of the compounds tested, so the mix of outcomes need not match the whole.

SMILES	Tb PGK inh	Apoferritin bind	BLM inh	POLK inh	POLH inh	RXFP1 antagonist	Pol iota inh	APE1 inh	POLB inh
O=C(NN=C1CCN(Cc2ccccc2)CC1)c1cccc(S(=O)(=O)Nc2ccccc2Cl)c1	-3%	-2%	2%	-5%	3%	-2	0%	2%	1%
COCC1CCCN(C(=O)c2cc(COc3ccc(C(C)=O)cc3)on2)C1 (stereo not given)	-1%	/	/	-11%	-5%	-5	6%	/	/
CC(=O)Nc1ccc(S(=O)(=O)NC(C)c2ccncc2)cc1 (stereo not given)	2%	/	/	-12%	-2%	-6	-2%	4%	/
CCOC(=O)C1CCN(S(=O)(=O)c2ccc(OC)c(C(=O)N3CCCCCC3)c2)CC1	-7%	-1%	0%	0%	-8%	-4	-3%	26%	7%
N/C(=N\OC(=O)CCCc1ccccc1)c1cccnc1	-6%	-1%	-2%	-11%	-21%	-4	66%	-1%	23%
CC(C)CN(C(=O)CSc1nnc(C2CC2)n1-c1ccccc1)C1CCS(=O)(=O)C1 (stereo not given)	-2%	/	/	-4%	-9%	0	-2%	50%	/
COc1cc(CN2CCCC(C(=O)c3ccc4c5c(cccc35)CC4)C2)cc(OC)c1O (stereo not given)	7%	-16%	-10%	-19%	-2%	3	?	3%	0%
Cc1nnc(NC2=NCCC2)s1	13%	-9%	3%	-10%	1%	-6	?	-5%	15%
CCN(CC)CCCC(C)n1c2nc(=O)[nH]c(=O)c-2nc2cc(Cl)ccc21 (stereo not given)	5%	/	/	-13%	32µM*	17	?	/	/
COCC(=O)OCC(=O)Nc1cc([N+](=O)[O-])ccc1Cl	5%	2%	0%	-5%	-10%	-2	2%	-3%	-19%
COc1ccc([C@H]2CC(=O)C=C(c3ccc(OC)c(OC)c3)C2)cc1	-8%	/	/	2%	-7%	/	-19%	-37%	/
COc1ccc(-n2ncc3c2CC(C)(C)CC3NC(=O)CCN2CCCCC2=O)cc1 (stereo not given)	4%	-11%	-1%	-14%	-2%	6	-6%	-17%	11%
CN(C)S(=O)(=O)c1ccc(N2CCCC2)c(C(=O)N2CCN(S(=O)(=O)c3ccc(F)cc3)CC2)c1	2%	/	/	-17%	-5%	-9	43%[activator]	-2%	/
CCc1sc(C(=O)Nc2ccc3c(c2)OCO3)cc1C	-5%	/	/	-33%	?	-63*	?	-22%	/
COc1ccc(OC)c(NC(=O)CSc2nnc(-c3ccco3)o2)c1	13%	-7%	-5%	-15%	-9%	-2	17%	2%	25%
Cn1c2ccccc2c2cc(C(=O)NNS(=O)(=O)c3ccc(F)cc3)sc21	-1%	-12%	-12%	-18%	5%	6	49%[activator]	-4%	-13%
Cc1ccc2c(=O)cc(C(=O)Nc3c(C(=O)c4ccccc4)oc4ccccc34)oc2c1C	4%	0%	2%	-6%	-1%	-2	-22%	/	15%
CCC(C)[C@H](N)c1cn([C@@H](Cc2ccc(O)cc2)C(=O)N2CCNCC2)nn1 (stereo not given in full)	0%	-1%	4%	-2%	-11%	/	0%	-1%	3%
O=C(N/N=C1\CC(c2ccccc2)Oc2ccccc21)c1ccc(O)cc1 (stereo not given)	-5%	-21%	-15%	-16%	-13%	-15	8%	-6%	-8%
O=C(CCNC(=O)Cn1ccc2ccccc2c1=O)NCc1ccccn1	1%	-3%	-1%	-13%	-4%	-11	8%	2%	69%
COc1cc(CC(=O)OCC(=O)c2c[nH]c3ccccc23)cc(OC)c1OC	i	/	/	-8%	-11%	4	-6%	20%	/
CCCCCn1c(=O)[nH]c2cc(C(=O)Nc3ccc(F)c(F)c3)ccc2c1=O	-4%	4%	-1%	1%	-14%	/	14%	/	-21%
Cn1c(=O)[nH]c(=O)c2c1nc(CN(Cc1ccccc1)Cc1ccccc1)n2CCN1CCOCC1	-2%	-8%	-6%	-16%	-2%	-8	9%[58.9 µM]	-2%	?
O=C(CNC(=O)c1ccc2c(c1)OCCO2)N=Nc1c(O)[nH]c2ccccc12	-6%	-42%	2%	5%	-6%	-9	-7%	7%	81%
COc1ccc(Cl)cc1C(=O)Nc1sc2c(c1C(=O)OC(C)C)CCCC2	-10%	16%	1%	-8%	-13%	-1	?	/	-8%

Next results follow:
SMILES	Tb PGK inh	Apoferritin bind	BLM inh	POLK inh	POLH inh	RXFP1 antagonist	Pol iota inh	APE1 inh	POLB inh
CCOC(=O)c1noc2ncn(CC(=O)Nc3cccc(C(F)(F)F)c3)c(=O)c12	i	2%	2%	-5%[60.1 µM]	-6%	/	2%	/	?
CCCCCN(C(=O)CCC(=O)OCC(=O)N(C)Cc1ccc(C)cc1)c1c(N)n(CCCC)c(=O)[nH]c1=O	3%	-15%	-6%	-7%	-8%	-11	16%	17%	-3%
COC(=O)CN1C(=O)[C@H]2[C@@H](/C=C/c3ccccc3)N3C(=O)CN(CCO)C(=O)[C@@]3(Cc3ccccc3)[C@H]2C1=O	-1%	2%	1%	-3%	-1%	/	12%	7%	40%
O=C1C2CCCCN2C(=O)N1CCN1CCN(c2cccc(Cl)c2)CC1 (stereo not given)	-2%	/	/	-15%	-2%	/	-9%	/	/
CC(OC(=O)CNC(=O)c1cccs1)C(=O)Nc1ccc(S(N)(=O)=O)cc1 (stereo not given)	-4%	/	/	-12%	1%	3	48%[activator]	21%	/
CC(=O)c1cccc(N(CC(=O)Nc2ccc(S(=O)(=O)N3CCOCC3)cc2)S(C)(=O)=O)c1	-1%	-14%	-1%	-10%	-15%	-14	31%[activator]	8%	11%
O=S(=O)(Cc1ccc(Cl)cc1)c1ncc(CO)n1Cc1ccccc1	-3%	-12%	0%	-3%	-7%	9	33%[activator]	1%	2%
CCn1c(Cn2nnc(-c3ccccc3)n2)nnc1SCC(=O)Nc1ccc(N(C)C)cc1	6%	-12%	-5%	2%[60.1 µM]	8%	2	14%	-2%	6%
O=S(=O)(Oc1ccccc1C(=S)N1CCOCC1)c1ccc(Cl)cc1	0%	-4%	-2%	-9%	-10%	-7	20%	-9%	?
O=C(CSc1nnc(-c2cccs2)o1)NCc1ccco1	-1%	-7%	0%	-6%	-22%	8	21%	-4%	4%
Cc1sc2ncnc(OCc3nnc(-c4cccs4)o3)c2c1C	-6%	-19%	-4%	-5%	-5%	-4	61%[activator]	16%	3%
Cc1[nH]nc(N2CCCCCC2)c1[N+](=O)[O-]	-9%	?	-1%	2%	-3%	7	-2%	-1%	83%
COc1ccc(OC)c(CNc2nc3ccc(C)cc3n3nnnc23)c1	i	-9%	-6%	-24%	-10%	23	-9%	/	3%
O=C(NN1C(=O)c2ccccc2NC1c1ccccn1)c1ccc([N+](=O)[O-])cc1 (stereo not given)	-6%	-5%	4%	-17%	-8%	9	9%	25%	-9%
COc1ccccc1NS(=O)(=O)c1cccc(C(=O)NNC(=O)C(NC(N)=O)C(C)C)c1 (stereo not given)	-2%	5%	-7%	-3%	21%	21	-4%	15%	42%
CCOC(=O)c1c(C)n(-c2ccc(C)cc2)c2c(CC(C)=O)c(Br)c(OC)c(O)c12	8%	6%	1%	-12%	-5%	-3	5%	-2%	11%
O=C(NC(Cc1ccccc1)C(=O)O)OCc1ccccc1 (stereo not given)	/	-8%	-1%	6%	-11%	-17	-17%	-2%	-3%
CCOc1ccc(C(=O)NCc2ccc3c(c2)CCN3C(=O)c2ccc(C)cc2)cc1OCC	12%	7%	-7%	-6%[60.1 µM]	-12%	3	-9%	/	8%
Cc1nn(-c2ccccc2)c(Cl)c1CN(C(=O)CCl)c1ccc(Cl)cc1	-1%	4%	-13%	-4%	?	-15	?	2%	6%
CCn1c(=O)c2c(nc3n2CCCN3c2cccc(C)c2)n(C)c1=O	20%	-3%	1%	-3%	-6%	-14	56%[activator]	-3%	-23%
CCC(Sc1nc2c(sc3ccccc32)c(=O)n1CCc1ccc(OC)c(OC)c1)C(=O)N(CC)CC (stereo not given)	-7%	3%	-8%	-8%[60.1 µM]	-14%	/	-15%	/	4%
CC1=C(C(N)=O)C(c2cccs2)n2nc(-c3cccc(Cl)c3)nc2N1 (stereo not given)	-29%	-13%	-10%	-22%	3%	-4	0%	13%	38%
Cc1cc2c3c(c1)C1(C(=O)N3C(C)(C)CC2C)C(C#N)=C(N)Oc2cc(O)ccc21 (stereo not given)	-2%	-22%	-12%	-11%	-13%	-5	3%	-4%	2%
Cc1cccc(CS(=O)(=O)Cc2ccc(C(=O)NCCCN3CCOCC3)o2)c1	-5%	-6%	-3%	2%	-3%	-20	29%	-6%	53%
CCOC(=O)N1CCN(Cc2nc3cc(NC(=O)c4ccccc4Cl)ccc3n2C(C)C)CC1	-1%	?	-10%	-11%	-18%	-9	20%	/	1%
CCOCc1cc(C)[nH]c(=O)c1C#N	1%	-4%	-2%	-3%	-15%	-5	5%	-12%	-1%
COc1ccc(/C=C2\CCOC2=O)cc1	i	5%&-2%	-3%&0%	3%	-13%	-11	58%[activator]	20%&14%	10%&38%
CCN(CC)S(=O)(=O)c1ccc2oc(SCc3ccc(F)cc3)nc2c1	i	36%[activator]	-11%	-4%	-4%	-11	4%	-4%	?

Some of the entries so far, as labelled records.
SMILES: N/C(=N\OC(=O)CCCc1ccccc1)c1cccnc1
  Tb PGK inh = -6%	Apoferritin bind = -1%	BLM inh = -2%	POLK inh = -11%	POLH inh = -21%	RXFP1 antagonist = -4	Pol iota inh = 66%	APE1 inh = -1%	POLB inh = 23%

SMILES: CC(C)CN(C(=O)CSc1nnc(C2CC2)n1-c1ccccc1)C1CCS(=O)(=O)C1 (stereo not given)
  Tb PGK inh = -2%	Apoferritin bind = /	BLM inh = /	POLK inh = -4%	POLH inh = -9%	RXFP1 antagonist = 0	Pol iota inh = -2%	APE1 inh = 50%	POLB inh = /
